Screening data as filed in PubChem BioAssay.
S1P4 antagonist = S1P4 receptor antagonists, primary screen, cell-based. Sphingosine 1-phosphate receptor 4 (Homo sapiens), O95977. inhibition, % at 4.98 µM. S1P4-expressing cells, antagonist mode, reporter read-out. 220,000 tested, 0.26% active; in the data active = inhibition above about 29%;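 note: 0% = wells stimulated with agonist and 100% = vehicle wells without agonist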
CHOP inhibitor = inhibitors of CHOP promoter induction, primary screen, cell-based, unfolded protein response, luciferase reporter; CHO-K1 CHOP-promoter luciferase, tunicamycin-induced, 15-18 h; inhibition, % at 10 µM; 220,000 tested, 3.8% active; AID 2732, 2010;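 active = compounds that reduced the stress-induced luciferase reporter signal by more than about 70% of percent inhibition, limit read from the data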;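 note: 0% = tunicamycin plus vehicle and 100% = wells without tunicamycin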
BaF3 tox = parental Ba/F3 cell viability inhibition, counter-screen for JAK2V617F inhibitor project, murine pro-B, CellTiter-Glo luminescence; CellTiter-Glo ATP luminescence; inhibition, % at 5.6 µM; 220,000 tested, 1.1% active;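 active = inhibition above a per-campaign cutoff, the mean inhibition of all tested compounds plus 3 SD, cut at about 27% in these data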;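 note: 0% = DMSO wells and 100% = JAK Inhibitor I control wells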
NPY-Y1 PAM-ag = NPY-Y1 receptor potentiators or agonists, primary screen, cell-based; Neuropeptide Y receptor type 1 (Homo sapiens), P25929; NPY-Y1 expressing cells, potentiator/agonist activation; activation, % at 3.6 µM; 220,000 tested, 0.37% active; in the data active = activation above about 33%, passing the limit was not always enough;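 note: cells stimulated with NPY at EC10 then isoproterenol at EC100; 0% = low agonist plus stimulus and 100% = saturating agonist plus stimulus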
Target sequence (P25929 whole entry, looked up): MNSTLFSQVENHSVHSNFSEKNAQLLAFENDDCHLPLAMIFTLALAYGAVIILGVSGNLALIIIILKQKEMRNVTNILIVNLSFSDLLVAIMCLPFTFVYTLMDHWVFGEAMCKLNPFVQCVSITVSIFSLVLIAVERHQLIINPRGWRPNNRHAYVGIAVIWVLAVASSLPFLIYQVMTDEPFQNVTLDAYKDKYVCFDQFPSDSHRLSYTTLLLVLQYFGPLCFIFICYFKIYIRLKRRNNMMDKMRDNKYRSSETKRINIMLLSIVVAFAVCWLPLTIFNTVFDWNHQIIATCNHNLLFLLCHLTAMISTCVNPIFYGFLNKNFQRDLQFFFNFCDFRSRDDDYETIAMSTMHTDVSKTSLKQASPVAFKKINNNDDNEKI
Ba/F3 V617F tox = reduced viability of JAK2V617F-dependent Ba/F3 cells, primary screen, JAK2V617F inhibitor project, cell-based, Ba/F3 EpoR-JAK2V617F, luminescence; ATP luminescence; inhibition, % at 5.6 µM; 220,000 tested, 1.1% active;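 active = inhibition above the campaign mean plus 3 SD over all tested compounds, cut at about 24% in these data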;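 note: cytokine-independent growth of Ba/F3 cells driven by EpoR plus mutant JAK2; 0% = DMSO-treated cells and 100% = JAK inhibitor I control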
S1P4 agonist = S1P4 receptor agonists, primary screen, cell-based. S1P4-expressing cell line, agonist reporter assay. 220,000 tested, 0.35% active. activation, % at 4.98 µM. Sphingosine 1-phosphate receptor 4 (Homo sapiens), O95977; in the data active = activation above about 11%;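 note: 0% = DMSO vehicle and 100% = reference agonist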
p47phox inh = p47phox/p22phox peptide binding inhibitors, primary screen, biochemical, uHTS, NADPH oxidase regulatory subunit; Neutrophil cytosol factor 1 (Homo sapiens), P14598; 220,000 tested, 0.53% active; fluorescence polarization, 2 h; inhibition, % at 24.7 µM;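 active = inhibition above about 30%, limit read from the data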;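 note: 0% = p47phox with labelled peptide and 100% = labelled peptide alone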
Target sequence (P14598 whole entry, looked up): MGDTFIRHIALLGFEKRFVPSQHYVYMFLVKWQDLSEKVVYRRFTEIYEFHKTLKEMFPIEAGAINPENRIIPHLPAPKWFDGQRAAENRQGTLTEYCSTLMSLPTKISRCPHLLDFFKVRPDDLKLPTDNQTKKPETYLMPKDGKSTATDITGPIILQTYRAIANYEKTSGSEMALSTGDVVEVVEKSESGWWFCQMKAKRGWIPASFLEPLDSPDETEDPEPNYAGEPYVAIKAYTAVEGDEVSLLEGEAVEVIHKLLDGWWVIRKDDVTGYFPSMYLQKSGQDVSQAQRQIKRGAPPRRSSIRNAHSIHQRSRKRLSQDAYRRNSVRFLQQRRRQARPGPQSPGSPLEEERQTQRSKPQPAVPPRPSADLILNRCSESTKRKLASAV
NPY Y1 blocker = NPY-Y1 receptor antagonists, primary screen, cell-based. HEK293-CNG Y1 cells, membrane potential fluorescence; NPY at EC95, then isoproterenol. inhibition, % at 3.6 µM. 200,000 tested, 1% active. AID 1040, 2008;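 active = inhibition above the campaign mean inhibition of all tested compounds plus 3 SD, cut at about 20% in these data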;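 note: 0% = DMSO wells given NPY plus isoproterenol and 100% = isoproterenol alone without NPY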
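Assay system: HEK293 cells with Y1 receptor plus CNG channel | Probe or stimulus: NPY (25 nM), isoproterenol (1 µM), Ro 20-1724 (25 µM) | Timing: Compound incubation 1 h at room temperature, readout 45 min post-stimulation | Measured by: Membrane-potential fluorescent dye readout | Benchmarks: High control isoproterenol alone, low control NPY with isoproterenol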
NPY2 pot ag = NPY-Y2 potentiators or agonists, primary screen, cell-based; Neuropeptide Y receptor type 2 (Homo sapiens), P49146; cells expressing NPY-Y2, potentiator/agonist read-out; activation, % at 3.6 µM; 220,000 tested, 0.45% active; AID 1359, 2008; in the data active = activation above about 27%;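 note: cells stimulated with NPY near EC25 plus isoproterenol at EC100; 0% = vehicle plus submaximal agonist and 100% = vehicle plus saturating agonist; some results beyond the cut were filed as inactive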
Numbers without * were called inactive; · = no result given.

SMILES	S1P4 antagonist	CHOP inhibitor	BaF3 tox	NPY-Y1 PAM-ag	Ba/F3 V617F tox	S1P4 agonist	p47phox inh	NPY Y1 blocker	NPY2 pot ag
Cc1ccc(NC(=O)Cn2nc(-c3ccccc3)nc2-c2ccccc2)c(C)c1	-19	43	2	-13	-2	4.3	10	8	11
COCCn1c(SCC(=O)Nc2ccccc2)nc2c1c(=O)[nH]c(=O)n2C	-3	4	2	2	-3	0.2	-11	4	-4
CCCCCn1c(SCC(=O)c2ccccc2)nc2cc(C(=O)NCc3ccco3)ccc2c1=O	-10	-7	7	15	-2	2.0	-10	-2	-3
CC(OC(=O)c1cc2sccc2n1C)C(=O)NCCc1ccccc1 (stereo not given)	-4	27	0	-15	0	0.2	-4	8	0
COc1ccccc1NC(=S)NC(=O)CCCOc1ccc(Cl)cc1Cl	-16	77*	1	-26	-2	-2.2	0	5	-22
COC(=O)c1ccc(N2CCN(S(=O)(=O)c3c(C)cc(C)cc3C)CC2)c([N+](=O)[O-])c1	0	31	-1	-39	-2	0.6	-4	0	-20
O=C(NCc1ccccn1)C1CCCN(Cc2cnn(-c3ccccc3)c2-n2cccc2)C1 (stereo not given)	3	17	8	-7	5	0.5	-8	1	-8
CCNS(=O)(=O)c1ccc(NC(=O)c2cc(C(F)(F)F)nn2C)cc1	-28	25	-1	-1	1	1.1	3	-5	5
CC(C)=CCC/C(C)=C/C=N/NC(=O)c1ccc([N+](=O)[O-])cc1	7	50	-1	-10	-3	2.1	-8	1	7
CC1CCN(CC(=O)N2CCCc3c2c(=O)oc2ccc(OCc4ccccc4)cc32)CC1	-8	11	-1	-20	-2	-4.2	-13	9	-29
Cc1ccc(NC(=O)NCC2CCN(Cc3cccc(Cl)c3)CC2)c(Cl)c1	-11	58	6	-19	-2	1.3	-8	5	-8
CCOC(=O)c1sc(-c2ccc(C)cc2)c(C#N)c1C	-19	17	5	5	1	1.3	7	5	-5
COc1ccc(NC(=O)N2CCC(Cc3ccccc3)CC2)cc1	19	28	4	22	-2	0.5	-1	-9	4
Cc1ccc(CCNC(=O)C23C[C@H]4C[C@@H](C2)CC(n2nnc(C)n2)(C4)C3)cc1	6	-10	8	-15	3	0.6	-1	1	-3
Nc1ccc(C(=O)OCC(=O)c2cccc([N+](=O)[O-])c2)cc1	8	-3	6	-4	5	-1.2	-3	2	1
O=C1C2CCCN2C(=O)N1CCCCN1CCN(c2cccc(Cl)c2)CC1 (stereo not given)	-5	22	6	-26	4	-0.1	7	6	-1
Cc1ccc(CC(=O)NCc2ccc3c(c2)OCO3)cc1	6	20	7	-19	-4	0.7	-7	-2	4
COC(=O)NCCOc1nc(N(C)C)nc(N(C)C)n1	4	-30	3	-5	-2	0.9	-13	-1	-3
Cn1c(=O)n(CC(N)=O)c2ccccc21	-10	6	1	24	0	-0.3	-5	4	5
CCCCOc1ccccc1NC(=O)Cn1c(-c2nonc2N)nc2ccccc21	-12	·	9	-7	2	-0.4	-2	7	-1
CC(=O)C1=C(c2cccc([N+](=O)[O-])c2)N(C(C)=O)n2c(C)nnc2S1	11	28	3	-6	2	-1.9	-4	4	-7
Cc1nnc(NC(=O)c2sc3nc(-c4cccs4)cc(C(F)(F)F)c3c2N)s1	-11	106*	4	-8	5	1.6	-29	-6	-9
C[C@H](NC(=O)c1nc[nH]c1C(=O)NCc1ccc(CNC(=O)OC(C)(C)C)cc1)C(=O)OC(C)(C)C	-4	15	0	-1	0	0.0	-10	-3	11
COc1ccc(-c2nnc(SCC(=O)NCCc3ccccc3)o2)cc1	-36	37	2	-42	-4	0.2	-4	9	-11
CCn1c(Cc2ccccc2)nnc1SCC(=O)Nc1ccccc1O	6	32	8	-9	1	1.7	0	2	6
COc1ccc(C(c2nnnn2CCc2ccccc2)N2CCN(C3CCCC3)CC2)cc1 (stereo not given)	-13	15	1	-20	-3	-4.1	4	1	12
Cc1ccc(S(=O)(=O)CCC(=O)OCC(=O)N2CC(=O)Nc3ccccc32)cc1	-5	15	2	13	3	1.4	-3	10	-8
CCCn1c(/N=C/c2cc(OC)ccc2O)nc2ccccc21	0	12	3	-26	1	2.0	4	-4	-3
CCOc1ccc(-n2c(=O)c3c(C)c(C)sc3n(CC(=O)NCc3ccco3)c2=O)cc1	-17	27	7	-25	5	1.3	16	7	3
Nc1c(-c2ccccc2)cnn1-c1cccc(C(F)(F)F)c1	-8	-10	7	8	1	0.1	-9	-4	6
CC(C)CC(=O)Nc1nnc(SCC(=O)Nc2ccc(F)cc2)s1	8	1	5	8	1	-0.1	3	7	-5
CCn1c(SCC(N)=O)nnc1-c1ccc2[nH]c(C)c(C)c2c1	7	25	6	-3	2	0.5	-4	3	-18
CCCCNC(=O)C1CCCN(S(=O)(=O)c2ccc(-n3cnnn3)cc2)C1 (stereo not given)	4	20	-5	13	-3	-1.3	-7	-4	12
Cc1cc(C(F)(F)F)c(C#N)c(SCC(=O)Nc2nc3cc(Br)ccc3s2)n1	-28	-12	-2	-16	-2	2.0	-54	-2	2
CCCCN(C)CCCNC(=O)CCn1nc(-c2ccccc2)ccc1=O	-13	-11	1	14	6	0.4	-12	2	-5
CC(c1nc2ccccc2c(=O)[nH]1)N1CCN(C)CC1 (stereo not given)	20	-1	3	-1	2	0.7	-6	8	-1
Nc1c([N+](=O)[O-])c(=O)sc2ccccc12	2	14	3	-5	2	-0.9	-6	-2	-16
COC(=O)c1[nH]c2cc(OC)ccc2c1NC(=O)CCN1CCCC(C)(C)C1	3	-4	5	2	3	-2.0	-9	0	8
CCCCCCCCCCOC(=O)NC1CCS(=O)(=O)C1 (stereo not given)	1	7	5	-22	-2	-1.5	3	-3	-19
COc1ccccc1NC(=O)N1CCn2c(nc3ccccc32)C1	4	34	0	-5	-2	0.0	1	-4	15
CC(=O)Nc1ccc(NC(=O)CNC(=O)COc2ccccc2)cc1	-15	2	6	23	1	0.6	-9	3	5
CCOP(=O)(/C(C#N)=C(/O)c1ccccc1)c1ccccc1 (stereo not given)	-26	-21	0	-9	-3	0.7	-13	·	14
Cc1nc(CN(C)C(=O)c2cc(COc3c(F)cccc3F)on2)cs1	-2	20	4	-6	0	0.3	3	1	3
COc1ccc(C(=O)Nc2ccc(S(=O)(=O)NC(C)=O)cc2)cc1[N+](=O)[O-]	-6	39	5	18	-2	1.0	-3	-6	-7
O=C(NC(=S)Nc1cc(C(F)(F)F)ccc1N1CCOCC1)c1ccc(-c2cccc(Cl)c2)o1	-1	-23	5	-24	-2	0.8	-38	5	-1
Cn1ccnc1SCC(=O)c1ccc(O)cc1	-10	1	-4	0	1	1.2	-8	·	6
Cc1nc(C(Cl)(Cl)Cl)nc2[nH]ccc(=O)c12	-2	-4	5	5	-3	5.5	-14	1	-5
O=[N+]([O-])c1ccc(OCCOc2ccccc2/C=N/n2cnnc2)cc1	-10	-2	1	2	0	1.0	8	5	4
COC(=O)[C@H](C)NC(=O)NC1CCN(Cc2ccccc2)CC1	4	38	7	-6	3	2.3	-15	7	-1
CCN1C(=O)C(C(=O)NC(C)c2ccccc2)C2CC1(C)Oc1ccccc12 (stereo not given)	-3	-4	6	4	1	-1.1	3	-3	-12
Cc1cc(C)nc(SCNC(=O)c2ccccc2)n1	-13	24	4	-16	-1	-0.1	-10	2	-7
Cc1ccc(-n2c(SCC(=O)NNC(=S)Nc3ccccc3)nc3ccccc3c2=O)cc1	-7	-7	0	4	-4	1.2	-16	-1	-8
Cn1c(=O)cc(OCCCC(=O)N2CCCCC2)c2ccccc21	-5	-40	10	-17	4	-0.7	-7	8	-6
CC(C)c1ccc(C2NC(=O)CCC2[N+](=O)[O-])cc1 (stereo not given)	-3	18	4	22	2	0.1	-8	2	2
CCSc1nc2nc(C)cc(C)n2n1	2	-20	4	-8	0	1.4	-4	5	-7
CCOC(=O)N1CCC(N(CCN(C)C)C(=S)Nc2cc(C)ccc2C)CC1	-17	3	5	3	6	-0.2	-7	5	0
CCCCCCC1CCC(C(=O)N2CCOCC2)CC1 (stereo not given)	3	-26	1	-1	0	0.8	-7	-3	2
CCCCNC(=O)/C=C/c1cccs1	-10	3	5	22	2	0.1	-8	2	1
Cc1nc2ccccc2nc(=O)c1NNc1ccc([N+](=O)[O-])cc1	-13	17	4	18	2	2.8	·	-4	-6
CC(=O)N1CCC(=O)N(C(C)C)c2ccccc21	-13	3	1	9	4	5.7	-18	-2	-8

Continuation:
SMILES	S1P4 antagonist	CHOP inhibitor	BaF3 tox	NPY-Y1 PAM-ag	Ba/F3 V617F tox	S1P4 agonist	p47phox inh	NPY Y1 blocker	NPY2 pot ag
O=C(COC(=O)c1ccc([N+](=O)[O-])s1)NC(=O)NCc1ccccc1	5	0	0	-13	2	-0.2	4	-4	12
COc1ccc(C2SCCN2C(=S)Nc2ccc(F)cc2)cc1 (stereo not given)	-8	20	5	7	-3	1.6	0	-5	0
Cc1cnc(CN2CCc3c([nH]c4ccccc34)C2C2CCCCC2)[nH]1 (stereo not given)	22	35	9	10	1	1.0	-20	5	8
CCOC(=O)c1cc(OC(=O)c2cccc([N+](=O)[O-])c2)n(-c2ccccc2)n1	-10	11	5	-20	-1	-0.4	-18	-5	-4
CO/N=C(/CNC(=O)c1ccc(Cl)cc1Cl)c1ccc(Cl)cc1	-10	9	6	11	2	-0.3	-16	5	4
O=S(=O)(Nc1ccc(-n2cccc2)cc1)c1ccc(F)cc1	16	47	7	-8	-1	7.6	-3	1	5
CCOc1ccc(CNC(=O)C2CCC(=O)N2C2CCCC2)cc1OC (stereo not given)	-3	7	6	-21	3	-0.3	6	5	-3
COC(=O)c1c(NC(=O)CN2CCN(c3ccccc3Cl)CC2)sc(C)c1C	-1	-3	2	-24	-5	4.0	-6	0	-3
Cc1oc(-c2ccccc2F)nc1CN1CCC(C(=O)NCc2cccnc2)CC1	9	4	3	20	1	-0.6	-19	5	-5
CCOc1cc(/C=C2/C(=O)N(c3ccccc3)N=C2C)ccc1OC(=O)c1cccs1	-14	4	-1	-2	-1	-0.7	-10	0	4
CC(C)Cn1c(N)c(C(=O)COC(=O)c2ccc(Cl)cc2)c(=O)n(C)c1=O	3	21	5	11	-1	4.1	-11	8	5
NC(=NC(=O)c1cccc(C(F)(F)F)c1)c1ccc(C(F)(F)F)cn1	-2	-24	2	-11	3	0.3	-4	·	-2
CCCS(=O)(=O)N1CCC(C(=O)NCCC(C)C)CC1	-5	-11	8	7	3	0.1	-2	1	-6
O=C(N/N=C/c1ccc([N+](=O)[O-])o1)c1ccc(O)cc1	10	26	5	6	5	-0.8	-5	0	12

Reformatted with bars between the fields: 3 of the compounds above.
compound | S1P4 antagonist | CHOP inhibitor | BaF3 tox | NPY-Y1 PAM-ag | Ba/F3 V617F tox | S1P4 agonist | p47phox inh | NPY Y1 blocker | NPY2 pot ag
O=[N+]([O-])c1ccc(OCCOc2ccccc2/C=N/n2cnnc2)cc1 | -10 | -2 | 1 | 2 | 0 | 1.0 | 8 | 5 | 4
COC(=O)[C@H](C)NC(=O)NC1CCN(Cc2ccccc2)CC1 | 4 | 38 | 7 | -6 | 3 | 2.3 | -15 | 7 | -1
CCN1C(=O)C(C(=O)NC(C)c2ccccc2)C2CC1(C)Oc1ccccc12 (stereo not given) | -3 | -4 | 6 | 4 | 1 | -1.1 | 3 | -3 | -12
